# Screens deposited in PubChem BioAssay by Broad Institute.
# PglD DTNB – inhibitors of Campylobacter jejuni PglD acetyltransferase; purified PglD enzyme, DTNB colorimetric CoA detection; 360,000 compounds, 0.098% hits; inhibition, % at 12.5 µM; AID 602405; in the data active = inhibition above about 16%, passing the limit was not always enough; note: strong numbers were not always called active
# ARNT TACC3 PPI – disrupts binding between human ARNT and TACC3 | Q9Y6A5 | AlphaScreen His-ARNT PAS-B/GST-TACC3 binding, luminescence; TACC3 fragment carries E629A point mutation | inhibition, % at 9.99 µM | 390,000 compounds, 0.66% hits | AID 623870;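 active = mean inhibition of replicates at least 50% and at least half of replicates each reaching 50%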;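 note: 0% = complete ARNT plus TACC3 wells and 100% = ARNT alone without TACC3; many hits fall short of the cut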
# E-selectin induc – induces E-selectin expression in human endothelial cells | P16581 | HUVEC E-selectin immunofluorescence imaging; normalized: neutral wells 0, TNF-alpha wells 100 | activation, % at 7.58 µM | 260,000 compounds, 0.37% hits;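 active = mean E-selectin-positive cell signal at least 10% of the positive control, reached in at least 60% of replicates, without over 20% cell loss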;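 note: in these data hits start at about 27%; measured in HUVEC primary endothelial cells; signal is the percent of cells scored E-selectin positive by PE staining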
# Target sequence (P16581 whole entry, looked up): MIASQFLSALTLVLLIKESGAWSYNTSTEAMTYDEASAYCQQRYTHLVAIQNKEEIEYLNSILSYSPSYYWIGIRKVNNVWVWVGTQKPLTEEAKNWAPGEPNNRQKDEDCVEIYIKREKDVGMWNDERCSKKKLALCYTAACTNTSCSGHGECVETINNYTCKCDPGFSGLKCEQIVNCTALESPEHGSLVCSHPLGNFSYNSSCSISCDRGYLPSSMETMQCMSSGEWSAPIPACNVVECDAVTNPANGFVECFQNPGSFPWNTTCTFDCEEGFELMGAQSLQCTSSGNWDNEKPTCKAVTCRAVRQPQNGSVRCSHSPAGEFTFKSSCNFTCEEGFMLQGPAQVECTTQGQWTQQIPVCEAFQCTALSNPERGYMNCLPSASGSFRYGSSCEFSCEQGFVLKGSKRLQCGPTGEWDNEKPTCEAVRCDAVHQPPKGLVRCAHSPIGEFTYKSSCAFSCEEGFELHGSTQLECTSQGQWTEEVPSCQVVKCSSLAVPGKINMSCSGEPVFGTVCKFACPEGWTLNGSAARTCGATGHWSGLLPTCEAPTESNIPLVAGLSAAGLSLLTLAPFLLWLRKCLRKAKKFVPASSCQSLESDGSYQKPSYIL
#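 System: HUVEC / Compound: single concentration / Signal: immunofluorescence imaging / Read-out: percent E-selectin-positive cells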
# esBAF inh – SWI/SNF esBAF complex inhibition; 350,000 compounds, 2% hits; mouse ES cells, Bmi1-luciferase knock-in reporter, 24 h; 100% = twice the neutral-well signal; AID 602393; reporter increase, % at 12.5 µM; in the data active = activation above about 40%;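 note: 0% = median of the plate's neutral control wells and 100% = double that signal; a rise in the Bmi1 reporter signal indicates esBAF inhibition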
# RAD52 inh – RAD52 (human) annealing inhibition; recombinant RAD52 DNA annealing, FRET fluorescence; inhibition, % at 18.7 µM; 360,000 compounds, 0.46% hits; AID 651710;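 active = every replicate showing at least 50% inhibition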
# RAD54 inh – inhibitors of human RAD54 branch migration. 360,000 compounds, 0.14% hits. RAD54 Holliday junction branch migration, FAM/BHQ fluorescence. inhibition, % at 10.4 µM. Q92698. AID 602329;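 active = mean normalized replicate activity at least 40 and at least half of replicates scoring 40 or more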;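 note: 0% = median of neutral control wells and 100% = median of positive control wells; inhibitors cause a drop in the FAM fluorescence signal; in these data hits start at about 50%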
# ERp5 inh – ERp5 (human) disulfide isomerase inhibition. inhibition, % at 9.99 µM. Q15084. ERp5 insulin aggregation, absorbance 650 nm, 90 min. AID 651711. 350,000 compounds, 0.05% hits;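 active = mean replicate inhibition above about 25%, with every replicate also reaching it, limit read from the data, passing the limit was not always enough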
# Target sequence (Q15084 whole entry, looked up): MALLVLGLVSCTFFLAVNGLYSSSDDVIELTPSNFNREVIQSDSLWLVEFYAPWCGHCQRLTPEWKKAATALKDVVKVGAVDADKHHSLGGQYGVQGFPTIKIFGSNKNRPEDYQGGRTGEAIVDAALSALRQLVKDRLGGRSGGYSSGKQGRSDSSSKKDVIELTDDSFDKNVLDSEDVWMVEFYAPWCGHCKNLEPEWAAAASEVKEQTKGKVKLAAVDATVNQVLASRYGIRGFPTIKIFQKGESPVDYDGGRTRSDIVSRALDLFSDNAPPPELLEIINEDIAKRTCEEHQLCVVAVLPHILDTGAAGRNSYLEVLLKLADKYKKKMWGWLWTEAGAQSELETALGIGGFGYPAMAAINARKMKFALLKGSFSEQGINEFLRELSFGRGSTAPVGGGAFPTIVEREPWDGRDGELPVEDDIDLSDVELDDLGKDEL
# CASP6 VEID inh – caspase-6 (human) enzyme inhibition; P55212; purified caspase-6, Z-VEID-R110 cleavage fluorescence; inhibition, % at 12.5 µM; 350,000 compounds, 0.53% hits;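 active = mean inhibition across replicates at least about 35%, with every replicate also reaching that limit, limit read from the data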;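 note: 0% = median of neutral control wells and 100% = no fluorescence left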
# Active calls of the source: *; / = no result given; & = joins results of further samples.
SMILES,PglD DTNB,ARNT TACC3 PPI,E-selectin induc,esBAF inh,RAD52 inh,RAD54 inh,ERp5 inh,CASP6 VEID inh
CCC1C(=O)N=C(SCC(=O)Nc2ccc(C)cc2)N(c2ccccc2)C1=O (centres undefined),-1.9,-2.4,/,-0.5,-12.5,-3.0,0.2,3.2
CCCNC(=O)C[C@H]1C[C@H]2c3cc(NS(=O)(=O)c4cccc(OC)c4)ccc3O[C@H]2[C@@H](CO)O1,-2.3,-6.8,0.6,2.1,-5.4,4.4,3.7,0.7
Cc1ncc(CN2CCC(CO)(CCc3ccccc3)CC2)s1,1.9,0.5,/,1.2,-4.5,-1.2,0.7,-2.9
OC[C@H]1[C@H](c2ccc(-c3ccc(F)cc3)cc2)[C@@H]2CN(Cc3cccnc3)CCCCN12,3.1,0.3,-0.2,4.7,-19.9,16.5,5.7,60.5*
CSCC[C@H](NC(=O)c1nn(C)c(=O)c2ccccc12)c1nc2ccccc2[nH]1,-1.0,13.8,/,-0.5,/,-20.5,/,/
Cc1ccc(-c2nc3ccc(Cl)cn3c2CC(C)(C)C)cc1,/,/,0.2,0.6,-10.4,/,-1.3,-3.7
c1csc(CCNc2ncnc3sc4c(c23)CCC4)c1,0.6,-9.7,0.0,-40.1,0.0,-3.5,-0.6,-0.6
COc1ccc(C2(O)CCN(CC(=O)Nc3nc(-c4ccccc4)cs3)CC2)cc1,-1.1,-3.3,/,-4.8,-22.9,5.1,3.2,3.9
O=C(c1cc(Cl)c(=O)n(Cc2ccccc2)c1)N1CCOCC1,4.5,3.0,/,-0.4,/,1.9,/,/
Cc1ccc(/C=N/Nc2cccc(C(=O)O)c2)s1,5.9,9.4,1.9,/,/,-4.6,/,/
CC(=O)c1sc(NC(=O)C2CSC3(C)CCC(=O)N23)nc1-c1ccccc1 (centres undefined),-3.7,2.2,-1.3,1.7,1.8,-0.5,3.8,-8.3
Cc1ccc(NC(=O)CN2C(=O)NC3(CCCC3)C2=O)cc1S(=O)(=O)N1CCCCC1,-3.4,8.6,-0.2,4.1,8.8,1.4,-3.2,3.2
CC(=O)Nc1cccc(C(=O)OCC(=O)Nc2nnc(-c3ccccc3)o2)c1,-5.0,55.1*,2.1,/,-27.9,2.0,-4.0,4.7
Cc1ccc(/C=C/C(=O)NC(C)c2ccccc2)cc1 (centres undefined),/,-10.8,-0.4,/,-11.8,/,4.3,2.1
CNC(=O)C(=O)N/N=C/c1ccccn1,5.8,57.1*,/,-4.3,-21.6,-3.6,-1.3,-3.9
COc1cc2nc(C3CC3)n(NC(=O)c3ccc(F)cc3)c(=O)c2cc1OC,4.5,-0.7,/,-0.5,/,1.1,/,/
CCCCCCN1C[C@@H](O)[C@H](n2cc(COC(=O)c3ccccc3)nn2)C[C@@H]1c1ccccc1,-1.6,/,-0.1,-1.3,-8.1,-16.7,1.7,-1.6
COc1ccc(CCN(C)C(=O)c2cc(S(=O)(=O)NCc3ccccc3)ccc2C)cc1OC,-3.2,3.3,/,2.4,7.8,-0.4,0.7,-156.8
CC1CCN(C(=O)CCNS(=O)(=O)c2ccc3c(c2)oc(=O)n3C)CC1,1.0,3.4,/,-6.2,-3.4,1.6,4.3,3.9
CCOc1cc(S(=O)(=O)Nc2ccc(Cl)cn2)ccc1F,1.8,-0.1,/,-6.5,/,-0.4,/,/
CCN(c1ccccc1)S(=O)(=O)c1ccc(C(=O)N2CCOCC2)cc1,5.2,1.9,-0.8,-5.1,-16.4,1.8,-2.0,-1.5
COC(=O)C1=C(C)OC(N)=C(C#N)C1c1ccc(OC)c(CSc2ccccn2)c1 (centres undefined),-3.0,-3.2,/,0.7,/,0.8,/,/
O=C(NCCOc1cccnc1)C1CCC(=O)N(Cc2ccccc2F)C1 (centres undefined),-3.8,6.3,-0.3,/,-11.2,-4.1,8.7,-2.5
Nc1cc(=O)[nH]n1C1CCN(c2ccccc2)CC1,2.1,0.4,/,0.1,/,5.6,/,/
COc1ccc(/C=N/Nc2nc(-c3ccc(C)cc3)c(C#N)c(=O)[nH]2)cc1,-1.8,-1.5,/,-5.9,-27.6,2.1,1.5,1.9
COc1ccc2c3c(n(C)c2c1)[C@H](CO)N(Cc1ccccc1)CC31CCN(C(=O)Nc2cccc(F)c2)CC1,/,/,-0.7,/,5.2,/,0.4,0.3
NC(=O)C1CCN(C(=O)c2ccc(-c3ccccc3Cl)o2)CC1,1.7,-24.3,11.5,1.7,-3.5,-4.5,-1.0,-2.1
CCc1csc(CCNC(=O)C2CCC(=O)N(Cc3cccc(C(F)(F)F)c3)C2)n1 (centres undefined),1.5,-1.5,-0.1,0.1,-22.3,-1.6,0.8,-1.8
CC(=O)Oc1cccc(N2C(=O)CC(Nc3ccc(N4CCOCC4)cc3)C2=O)c1 (centres undefined),-3.2,15.3,/,25.7,/,0.1,/,/
O=C(Cn1nc(-c2ccccc2Cl)ccc1=O)Nc1ccccc1-c1ccccc1,-3.5,2.4,1.8,4.5,-34.1,-5.5,9.5,1.1
Cc1ccc(C(=O)N/N=C/c2ccc(OC(=O)c3ccccc3Cl)cc2)cn1,3.7,-3.4,0.0,14.0,-1.8,-1.9,2.1,0.1
C[C@H]1CN([C@@H](C)CO)C(=O)CCCn2nncc2CO[C@@H]1CN(C)C(=O)Nc1cccc(Oc2ccccn2)c1,0.2,-3.0,-0.2,2.9,-4.5,4.4,-2.0,-3.1
CC(=O)OC(C(=O)NCCc1ccccc1)c1cccnc1 (centres undefined),0.1,1.1,/,3.4,/,-8.0,/,/
CCc1ccccc1NC(=O)c1cc([N+](=O)[O-])ccc1N1CCOCC1,-0.1,-3.7,-0.1,-10.5,-15.7,11.9,3.0,1.5
O=C(C[C@@H]1C=C[C@H](NC(=O)c2ccccc2)[C@@H](CO)O1)Nc1ccc(-c2ccccc2)cc1,-1.5,-5.0,2.1,13.3,4.5,-4.9,0.1,-2.1
Cc1nc2ccc(NC(=O)c3ccc(S(=O)(=O)N(C)C)cc3)cc2s1,/,-5.7,4.9,/,-17.1,/,1.9,1.3
CCCCn1cc(C(C)(C)C)c(C#N)c1NC(C)=O,-1.8,/,-0.1,0.8,-16.0,-5.1,5.6,4.8
CNC[C@H]1Oc2ncc(C#CC3(O)CCCC3)cc2C(=O)N([C@H](C)CO)C[C@H]1C,1.7,20.0,0.0,-2.1,-20.8,-3.2,-0.9,-1.0
O=C(c1cc2cc(Br)ccc2o1)N1CCOCC1,/,1.6,5.9,/,-22.5,/,-1.3,-1.1
O=C1CC(c2nc3ccccc3[nH]2)CN1c1ccccc1 (centres undefined),3.0,9.7,/,-6.2,/,-13.0,/,/
Cc1ccc(C(=O)CN(C(=O)c2ccc(Cl)cc2)N2C(=O)CCC2=O)cc1,-4.2,1.8,-1.7,0.1,-3.1,-4.3,0.5,0.8
COC(=O)c1[nH]c(C)c(/C(O)=C2\C(=O)C(=O)N(CCN(C)C)C2c2ccccc2OC)c1C (centres undefined),4.3,2.5,/,-0.2,/,-9.4,/,/
O=S(=O)(N[C@H]1CC[C@H](CCn2cc(C3CC3)nn2)O[C@@H]1CO)c1ccc(F)cc1,2.5,-7.3,-0.5,-1.4,-2.4,-1.5,2.1,-3.1
COc1ccc(C(=O)OCC(=O)N2CCCCC2)cc1[N+](=O)[O-],/,3.1,/,/,9.3,/,2.3,2.4
COC(=O)Cn1cnc2c(Cl)nc(F)nc21,0.7,-1.2,-1.5,4.0,-17.7,-4.4,1.7,2.0
CCOc1ccccc1C(C(=O)NCCOC)N(CCOC)C(=O)Cn1nnc2ccccc21 (centres undefined),/,3.4,/,/,-7.7,/,1.0,-0.3
COc1ccc(Cl)cc1C(=O)NCCN1CCOCC1,-2.6,0.3,0.2,3.8,10.6,-3.6,-4.0,-1.6
C/C(=N/N=C(/N)SCc1ccccc1)C(C)(C)C,/,4.1,/,/,-12.7,/,-6.4,1.4
O=S(=O)(c1ccc(NCCOCCO)nc1)N1CCCCC1,0.5,-0.3,/,-6.3,-6.4,8.4,0.5,-3.5
C[C@@H]1CN([C@H](C)CO)C(=O)CCCn2cc(nn2)CO[C@@H]1CN(C)S(C)(=O)=O,0.2,-7.7,-0.1,-0.7,-9.0,7.4,-5.8,2.2

# Whole records from above. Values in the order: PglD DTNB	ARNT TACC3 PPI	E-selectin induc	esBAF inh	RAD52 inh	RAD54 inh	ERp5 inh	CASP6 VEID inh
# COc1ccc(Cl)cc1C(=O)NCCN1CCOCC1 is listed as -2.6	0.3	0.2	3.8	10.6	-3.6	-4.0	-1.6
# COC(=O)c1[nH]c(C)c(/C(O)=C2\C(=O)C(=O)N(CCN(C)C)C2c2ccccc2OC)c1C (centres undefined) is listed as 4.3	2.5	/	-0.2	/	-9.4	/	/
# COC(=O)Cn1cnc2c(Cl)nc(F)nc21 is listed as 0.7	-1.2	-1.5	4.0	-17.7	-4.4	1.7	2.0

# The listing continues:
SMILES,PglD DTNB,ARNT TACC3 PPI,E-selectin induc,esBAF inh,RAD52 inh,RAD54 inh,ERp5 inh,CASP6 VEID inh
C[C@H]1CN([C@@H](C)CO)C(=O)c2cc(NC(=O)Nc3ccccc3)ccc2O[C@H]1CN(C)S(C)(=O)=O,-2.7,-0.5,1.0,0.6,0.0,-0.9,-3.1,0.1
CC1CCCC(NC(=O)COC(=O)[C@@H](NC(=O)c2ccc(F)cc2)C(C)C)C1C (some centres undefined),6.3,-6.8,-0.3,-5.2,-25.6,-8.7,-5.7,-3.1
O=C(Nc1cc([N+](=O)[O-])ccc1F)c1ccc2ccccc2c1,-0.9,-8.8,0.1,7.0,-2.0,5.6,-2.4,-2.7
Cc1ccnc(NC(=O)CCC(=O)N(CC(=O)NCc2ccc(F)cc2)c2ccc(F)cc2)c1,1.2,-3.4,0.1,-4.7,-7.6,11.4,-5.6,2.6
CCOC(=O)Cc1csc(NC(NC(=O)OCC)(C(=O)OCC)C(F)(F)F)n1 (centres undefined),-4.5,3.4,/,-5.3,/,-11.6,/,/
O=C(Cc1ccccc1)Nc1c(Cl)ccc2nsnc12,-0.4,/,/,/,-17.8,-10.9,3.1,-1.6
CN(C(=O)C1CCCN1S(=O)(=O)c1ccc(Cl)cc1)c1ccccc1 (centres undefined),1.3,/,/,-0.5,-4.1,0.7,0.1,1.8
CC1(C)CC(=O)C=C(NNC(=O)c2ccc(N)cc2)C1,/,3.4,-2.1,/,-6.8,/,1.5,-0.2
C[C@@H]1CN([C@H](C)CO)C(=O)c2cc(NS(=O)(=O)c3ccc(F)cc3)ccc2O[C@H]1CN(C)CC1CCCCC1,-1.7,9.5,-0.5,-2.6,5.3,-2.3,-1.1,1.1
CCCOc1ccc(N2C(=O)C3ON(c4ccccc4)C(c4ccc(O)c(OC)c4)C3C2=O)cc1 (centres undefined),2.3,-0.6,/,1.9,/,-3.3,/,/
COC(=O)c1ccc(C(=O)Nc2nc3cc(N)c(C)cc3s2)cc1,-8.0,-17.7,0.7,-0.3,-12.3,3.4,0.0,-0.2
COc1ccc(Cl)cc1NC(=O)CN(C)CC(=O)N(CC(C)C)c1c(N)n(CC(C)C)c(=O)[nH]c1=O,4.8,-1.0,/,6.2,-6.8,-7.7,-6.9,-1.6
C[C@@H]1CN([C@@H](C)CO)C(=O)CCCn2nncc2CO[C@H]1CN(C)Cc1ccncc1,-5.2&2.8&2.9,-13.0&-4.3,0.0,2.6&5.4&-1.0,-16.1&12.7&-3.0,-0.6&-6.8&-15.1,-6.8&-0.8&-3.7,-6.6&0.2&1.8
Cc1ccc(CNc2nc3cc(-c4ccccc4C)sc3c(=O)n2C)c(C)c1,-5.0,/,0.1,0.6,-14.9,-1.2,4.1,-3.9
CC(C)[C@H](CN1CCC[C@H]1CN1C(N)=NC[C@H]1C(C)C)N1C[C@@H](Cc2ccccc2)N(CCCC2CCCC2)C1=N,0.8,8.6,/,0.4,/,29.8,/,/
